Screening results: PubChem BioAssay, several laboratories
CSN inh: CSN deneddylation inhibition. Q92905. Purified CSN, SCF-Nedd8-OG deneddylation, fluorescence polarization. inhibition, % at 12.5 µM. 0.38% of 360,000 active. AID 651999;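 active means pattern-corrected inhibition above about 35%, with an unprinted fluorescence ratio check between 0.5 and 1.5, limit read from the data, passing the limit was not always enough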;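 further: 0% = enzyme with substrate and 100% = substrate without enzyme; some results filed as inactive read as strong as hits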
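test system = HEK293T-derived human Csn5 enzyme | amount = 0.24 nM Csn5 enzyme, final concentration | medium = Tris/NaCl/DTT buffer, pH 7.5 | schedule = 90 min reaction at room temperature | signal = FP | evaluation = inhibition of Csn5 cleavage, % | compound dosing = single dose of 12.5 µM compound with 0.25% DMSO | probe or stimulus = 10 nM SCFSkp2-Nedd8OG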
MLLE-PAM2 inh: blocks PAM2 peptide binding to the PABP1 MLLE domain; 0.36% of 360,000 active; GST-MLLE / FITC-PAM2 fluorescence polarization; inhibition, % at 20 µM; in the data active means inhibition above about 35%, passing the limit was not always enough;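 further: plate controls were DMSO wells with GST-MLLE for no effect and wells lacking GST-MLLE protein for full effect; some results filed as inactive read as strong as hits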
Target sequence (P11940 whole entry, looked up, the tested form may be a part): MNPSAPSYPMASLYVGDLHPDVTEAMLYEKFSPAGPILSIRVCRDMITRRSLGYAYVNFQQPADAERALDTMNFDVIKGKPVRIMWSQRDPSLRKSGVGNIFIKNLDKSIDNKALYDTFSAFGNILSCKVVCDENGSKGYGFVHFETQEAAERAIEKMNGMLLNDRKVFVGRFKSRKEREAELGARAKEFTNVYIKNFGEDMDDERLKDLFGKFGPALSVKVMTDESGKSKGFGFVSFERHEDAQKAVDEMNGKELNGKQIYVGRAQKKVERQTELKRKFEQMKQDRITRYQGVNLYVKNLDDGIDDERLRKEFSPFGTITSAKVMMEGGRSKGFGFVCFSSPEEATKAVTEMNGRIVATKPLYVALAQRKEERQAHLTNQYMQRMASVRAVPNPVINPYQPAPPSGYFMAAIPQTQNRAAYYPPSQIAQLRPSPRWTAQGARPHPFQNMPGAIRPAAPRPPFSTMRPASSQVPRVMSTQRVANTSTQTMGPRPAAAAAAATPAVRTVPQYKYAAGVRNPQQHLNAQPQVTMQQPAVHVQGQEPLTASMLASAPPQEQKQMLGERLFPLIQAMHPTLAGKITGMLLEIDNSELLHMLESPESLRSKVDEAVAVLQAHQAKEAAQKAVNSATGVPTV
SKN-1 inh: blocks SKN-1 activity in C. elegans | 0.49% of 360,000 active | inhibition, % at 21.8 µM | C. elegans VP596 Pgst-4::GFP/RFP ratio, acrylamide-induced, 24 h;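 active means interference check ratio from 0.5 to 1.5 plus GFP to RFP signal ratio inhibition reaching or exceeding a fixed threshold, cut at about 30% in these data, passing the limit was not always enough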; further: some compounds called inactive have numbers as strong as hits
MT1-MMP act inh: blocks activation of human MT1-MMP; 0.061% of 360,000 active; GFP/RFP ratio change, % at 20 µM; HT1080 RFP-PRO-GFP cells, GFP/RFP ratio fluorescence, overnight; percent of plate control window, DMSO zero;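 active means GFP/RFP ratio change of at least 30% with cell ATP level not reduced by more than half and red fluorescence within 50% of control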; further: strong numbers were not always called active
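Assay system: RFP-PRO-GFP reporter HT1080 cells; read-out basis: GFP/RFP fluorescence ratio; benchmarks: DMSO wells and RFP-L50D-GFP cells; doses: 20 µM single dose, 1% DMSO; schedule: overnight cell settling, then overnight compound exposure, 37 °C, 5% CO2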
Neddylation inh: blocks human cullin neddylation; TR-FRET cullin neddylation, biochemical; AID 651699; calls only at 25 µM; P61081+Q13564; 0.58% of 360,000 active; in the data active means inhibition above about 36%
FAS-TE inh: FAS thioesterase (human) inhibition; P49327; recombinant FAS-TE, OMFH fluorogenic substrate, fluorescence endpoint; inhibition, % at 15 µM; 0.67% of 360,000 active;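 active means compounds whose normalised, plate-corrected inhibition of enzyme fluorescence in the single-dose primary screen is 50% or more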;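 further: 0% = DMSO with enzyme and 100% = substrate without enzyme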
Rpn11 inh: inhibitors of human proteasome Rpn11. O00487. human 26S proteasome, Ub4-pepOG fluorescence polarization; 20S core pre-blocked with epoxomicin. calls only at 20 µM. 0.59% of 360,000 active. AID 588493;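 active means inhibition at 20 µM, scaled to each plate's controls, above about 33%, limit read from the data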
Target sequence (O00487 whole entry, looked up): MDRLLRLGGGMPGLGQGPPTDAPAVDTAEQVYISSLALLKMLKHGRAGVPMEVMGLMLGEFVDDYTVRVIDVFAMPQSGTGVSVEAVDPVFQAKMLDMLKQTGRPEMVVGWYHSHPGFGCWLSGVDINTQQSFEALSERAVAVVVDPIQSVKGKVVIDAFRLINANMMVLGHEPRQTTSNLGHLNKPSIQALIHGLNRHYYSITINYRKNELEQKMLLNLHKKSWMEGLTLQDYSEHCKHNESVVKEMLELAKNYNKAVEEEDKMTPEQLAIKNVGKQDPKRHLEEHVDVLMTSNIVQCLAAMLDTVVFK
Rin1 Abl inh: inhibitors of human Rin1-Abl protein interaction; P00519+Q13671; AID 588664; 0.4% of 360,000 active; TR-FRET Rin1/Abl binding, biochemical; inhibition, % at 7.35 µM; in the data active means inhibition above about 5%, passing the limit was not always enough
NadD block: NadD (S. aureus) enzyme inhibition. purified NadD enzyme, colorimetric absorbance read-out. 0.78% of 360,000 active. inhibition, % at 20 µM; in the data active means inhibition above about 26%; further: some compounds past the cut are filed as inactive
* marks the source's active call; other numbers are inactive results; i = inactive; nt = not tested or not shown; + = active, no number.

SMILES	CSN inh	MLLE-PAM2 inh	SKN-1 inh	MT1-MMP act inh	Neddylation inh	FAS-TE inh	Rpn11 inh	Rin1 Abl inh	NadD block
O=C(CN1CCN(Cc2ccccc2)CC1)c1c[nH]c2ccccc12	1	-80	0	-6	i	-11	i	-3	-5
Fc1ccccc1/C=N/N1CCN(Cc2ccccc2Cl)CC1	1	12	0	4	i	20	i	-2	16
CCOC(=O)C1(Cc2ccccc2C(F)(F)F)CCN(CC(O)CO)CC1 (centres undefined)	1	-6	7	5	i	-6	i	2	-5
CCN1CCN(C(=S)Nc2ccc(Cl)cc2Cl)CC1	2	1	12	-3	i	-2	i	3	5
O=c1c2ccccc2c(-c2cccc(C(F)(F)F)c2)nn1-c1ccccc1	3	7	-8	-2	i	32	i	0	-8
C=C1C(=O)O[C@@H]2[C@H]1CC[C@H](C)[C@]1(O)CCC(=O)[C@@]21C	-3	15	9	-9	i	0	i	1	-5
COc1ccccc1CNC(=O)C1CSC2(C)CCC(=O)N12 (centres undefined)	4	-4	12	-1	i	-4	i	4	-7
CC(=O)C[C@H]1c2cc(C(F)(F)F)ccc2S(=O)(=O)N1c1ccc(N(C)C)cc1	-3	4	15	7	i	7	i	2	1
O=C1c2ccccc2C(Nc2ccccc2)N1Cc1ccc2c(c1)OCO2 (centres undefined)	5	15	3	0	i	15	i	-2	-4
Cc1ccc(/C=C2\CC(C)CC3=C2NC(=S)NC3c2ccc(C)cc2)cc1 (centres undefined)	1	-51	9	2	i	-46	i	0	24
Nc1cc2[nH]c(=O)c3ccccc3c2cc1Br	-6	-10	21	2	i	-2	i	-3	-4
CCCCN(CC)C(=O)CSc1nc2ccccc2c(=O)n1CC1COc2ccccc2O1 (centres undefined)	4	0	21	-12	i	28	i	-5	8
C=CCN1C(=O)C(C)(C)N(C(C)=O)c2ccccc21	-2	1	6	-2	i	-7	i	-1	-3
O=[N+]([O-])c1cccc(-c2nc(-c3ccccc3)no2)c1	-2	5	8	-2	i	10	i	-4	1
COc1ccc(C(=O)CCNc2ccc(C)c(Cl)c2)cc1	6	3	6	-1	i	-2	i	-3	7
Clc1ccc(NCc2nncn2-c2ccccc2)cc1	4	7	-1	3	i	-6	i	2	1
Cn1nc(OCc2ccccc2)ccc1=O	5	-6	-1	-1	i	-3	i	6	2
CCOc1ccc(NC(=O)NC2CCS(=O)(=O)C2)cc1 (centres undefined)	2	9	13	-2	i	-4	i	-1	-5
O=C1CCCCC/C1=N/Nc1ccc(OCc2ccccc2)cc1	1	-8	19	4	i	25	i	-2	-1
CN1C(=O)c2ccccc2C(C(=O)O)C1c1cccc(F)c1 (centres undefined)	1	2	-1	-1	i	-7	i	-1	3
COCCCn1c(SCC(=O)NC2CCCCC2)nnc1-c1ccncc1	4	-2	12	-1	i	-8	i	-1	10
CC1CCCN(CCCNC(=O)c2ccc3c(c2)N(Cc2cccc(Cl)c2)C(=O)c2ccccc2S3=O)C1 (centres undefined)	1	3	9	-1	i	-3	i	2	-1
CCOC(=O)c1c(C)nc2sc3c(=O)n(-c4ccc(C(C)=O)cc4)cnc3c2c1-c1ccc(Cl)cc1	-4	2	-23	-5	i	40	i	0	13
Cc1cccc(-c2n[nH]c(=S)n2-c2ccccc2)c1[N+](=O)[O-]	-1	-2	11	-2	i	-9	i	-1	1
Cc1nc(SCc2ccc(O)c([N+](=O)[O-])c2)c([N+](=O)[O-])[nH]1	5	17	-4	0	i	-6	i	-5	7

Eleven neighbouring entries from above, for reference:
SMILES	CSN inh	MLLE-PAM2 inh	SKN-1 inh	MT1-MMP act inh	Neddylation inh	FAS-TE inh	Rpn11 inh	Rin1 Abl inh	NadD block
O=C(CN1CCN(Cc2ccccc2)CC1)c1c[nH]c2ccccc12	1	-80	0	-6	i	-11	i	-3	-5
Fc1ccccc1/C=N/N1CCN(Cc2ccccc2Cl)CC1	1	12	0	4	i	20	i	-2	16
CCOC(=O)C1(Cc2ccccc2C(F)(F)F)CCN(CC(O)CO)CC1 (centres undefined)	1	-6	7	5	i	-6	i	2	-5
CCN1CCN(C(=S)Nc2ccc(Cl)cc2Cl)CC1	2	1	12	-3	i	-2	i	3	5
O=c1c2ccccc2c(-c2cccc(C(F)(F)F)c2)nn1-c1ccccc1	3	7	-8	-2	i	32	i	0	-8
C=C1C(=O)O[C@@H]2[C@H]1CC[C@H](C)[C@]1(O)CCC(=O)[C@@]21C	-3	15	9	-9	i	0	i	1	-5
COc1ccccc1CNC(=O)C1CSC2(C)CCC(=O)N12 (centres undefined)	4	-4	12	-1	i	-4	i	4	-7
CC(=O)C[C@H]1c2cc(C(F)(F)F)ccc2S(=O)(=O)N1c1ccc(N(C)C)cc1	-3	4	15	7	i	7	i	2	1
O=C1c2ccccc2C(Nc2ccccc2)N1Cc1ccc2c(c1)OCO2 (centres undefined)	5	15	3	0	i	15	i	-2	-4
Cc1ccc(/C=C2\CC(C)CC3=C2NC(=S)NC3c2ccc(C)cc2)cc1 (centres undefined)	1	-51	9	2	i	-46	i	0	24
Nc1cc2[nH]c(=O)c3ccccc3c2cc1Br	-6	-10	21	2	i	-2	i	-3	-4

(next part)
SMILES	CSN inh	MLLE-PAM2 inh	SKN-1 inh	MT1-MMP act inh	Neddylation inh	FAS-TE inh	Rpn11 inh	Rin1 Abl inh	NadD block
CCOC(=O)C1=C(C)N2C(=C(C#N)[C@@H]1c1ccc(C(=O)OC)cc1)SC[C@@]2(O)C(C)(C)C	2	-43	-13	-13	i	30	i	1	-4
COc1ccc(C(C(=O)NC2CCCCC2)N(C(=O)c2ccco2)c2ccc(-n3cnnn3)c(C)c2)cc1 (centres undefined)	0	20	-1	-2	i	10	i	0	-2
COc1ccccc1NC(=O)NCCCN1CCN(c2cccc(Cl)c2)CC1	1	0	-8	1	i	2	i	-1	4
CN1CCN(S(=O)(=O)c2ccccc2)CC1	1	-2	11	-1	i	-4	i	0	-2
CCc1ccc(OCCCCCn2ccnc2)cc1	4	7	29	5	i	-7	i	2	-5
Cc1ccc(S(=O)(=O)NNC(=O)CCC(=O)Nc2ccccc2Cl)cc1	-4	-2	10	-2	i	-4	i	-3	-1
CN(C)S(=O)(=O)c1cc(NC(=O)CN2CCN(c3ccccc3F)CC2)ccc1Cl	-5	3	-6	3	i	6	i	0	-7
CC(C)N1CCC1(C)C(=O)Nc1ccc2cn[nH]c2c1 (centres undefined)	6	-5	-6	2	i	-11	i	1	0
CCN1C(=O)N(C)C(N(O)C(=O)NC)C1(C)C (centres undefined)	-2	-8	10	-1	i	4	i	2	-1
CC(C)(C)NC(=O)Cn1nnc(-c2ccc(S(C)(=O)=O)cc2)n1	-4	-3	-20	-4	i	-6	i	4	-2
Cc1ccc(NC(=S)N/N=C2\CC3CC=CC23)c(C)c1 (centres undefined)	6	-22	3	-5	i	-16	i	1	11
Cc1cc(C)nc(NC(=O)C2c3ccccc3Oc3ccccc32)n1	-13	10	2	-2	i	-6	i	8	1
O=C(CSc1nncs1)Nc1ccc(S(=O)(=O)N2CCCC2)cc1	-1	-3	-1	1	i	-1	i	7	-7
Cc1ccccc1NC(=O)NC1(C(=O)N2CCC(C(N)=O)CC2)CCCCC1	1	7	1	2	i	-5	i	0	-1
CCCN(CCC)c1nc(-c2ccccn2)nc2ccccc12	2	-1	-3	-3	i	-1	i	0	-5
COc1ccc(CCNC(=O)CSc2ccccc2)cc1OC	-1	9	2	-1	i	-6	i	-1	-2
O=C(O)c1ccccc1C(=O)NCc1c(Cl)cccc1Sc1ccc(Cl)cc1	-3	-14	6	0	i	2	i	3	-3
O=C(CCC1CCCN(C(=O)c2ccc(F)c(F)c2)C1)N1CCN(c2ccccn2)CC1 (centres undefined)	6	-13	7	0	i	-2	i	2	-8
COCCN(Cc1cc2ccc(C)cc2[nH]c1=O)S(=O)(=O)c1ccccc1	5	1	15	0	i	-3	i	2	2
CCOc1ccccc1/C=C/c1nc2ccccc2[nH]c1=O	2	-12	6	1	nt	-1	i	-6	4
Cc1ccn2cc(C(=O)NCc3ccco3)nc2c1	-2	-14	1	5	i	-5	i	-2	-5
O=C(Cc1ccccc1F)Nc1cc(S(=O)(=O)N2CCCC2)ccc1Cl	-6	6	4	2	i	2	i	1	-4
CCN(CC)CCOC(=O)c1cc(Cl)c(N)cc1OC	-3	-8	4	2	i	-2	i	-1	4
O=C1NC(=S)S/C1=C\c1ccc(SCc2ccco2)o1	56	3	22	53	i	19	+	12*	24
Cc1cc(NC(=O)CCN2C(=O)C3C4CCC(C4)C3C2=O)c(C)cc1Br (centres undefined)	2	9	6	-1	i	-3	i	1	-3
Going on with the list:
SMILES	CSN inh	MLLE-PAM2 inh	SKN-1 inh	MT1-MMP act inh	Neddylation inh	FAS-TE inh	Rpn11 inh	Rin1 Abl inh	NadD block
Cc1ccccc1C(=O)NC1CCN(Cc2ccccc2)CC1	4	3	4	3	i	-5	i	0	-4
Cc1ccc(C(=O)N[C@H](C(=O)NC2CCCCC2)C(C)C)cc1	1	-13	-2	-7	i	-6	i	4	1
CCOc1ccccc1NC(=O)Nc1cc(C(=O)O)ccc1C	-4	-10	3	12	i	-2	i	4	6
CCOc1ccc(CNCCNC(=O)c2nonc2N)cc1	0	-1	-9	1	i	-5	i	1	-8
COC(=O)Cn1c2ccccc2c(=O)n1C(C)CBr (centres undefined)	-2	nt	5	4	nt	-10	nt	nt	-1
CC(C)(C)OC(=O)N1CCC(C(=O)N2CCC[C@H]2C(=O)O)CC1	-2	5	1	8	i	-9	i	-3	-4
O=C(C[n+]1ccc(-c2nnc3n2CCCCC3)cc1)c1ccc(Cl)cc1	-1	18	7	1	i	-6	i	-3	-8
CC1(C)C2C/C(=N\O)C(C)(/[N+]([O-])=C/c3cccc([N+](=O)[O-])c3)CC21 (centres undefined)	-8	-10	-4	3	i	-1	i	1	3
O=C(NCCN1C(=O)S/C(=C\c2ccc(OC(F)F)cc2)C1=O)c1cnccn1	4	12	-2	-4	i	13	i	-4	-2
COc1cc(CNCc2ccncc2)cc(Br)c1OCc1ccccc1F	-4	6	18	-7	i	1	i	-2	-6
C=CCn1c(=N)c(C(=O)NCCCOC)cc2c(=O)n3ccccc3nc21	0	-11	12	-3	i	-9	i	-6	-5
CCOc1ccc(NC(=O)CN(C)C(=O)CN2C(=O)NC3(CCCC3)C2=O)cc1OCC	-1	-18	-18	1	i	-7	i	-2	-1
COc1ccc(C(=O)N2c3ccccc3C=CC2C#N)cc1 (centres undefined)	3	19	5	0	nt	0	i	-1	-2
CC1Cc2nc(SCC(=O)NCC3CCCO3)n(-c3ccccc3)c(=O)c2S1 (centres undefined)	-2	-8	1	0	i	-2	i	-4	4
O=C(CSc1nnc(-c2ccncc2)n1-c1ccc(Cl)cc1)NCc1cccs1	-3	-12	-1	-3	i	-4	i	1	-7

Hits appear at their usual frequency. About 3.9% of those tested had a hit in this group.
